HTR5A inv ctr: HTR5A inverse agonism, opioid heterodimer counter-screen; inhibition, % at 9.3 µM; HTR5A cell line, luminescence; actives 0.083% (n = 340,000); P47898; in the data active = inhibition mostly above about 23%, no sharp cut-off; inactive = mostly below about 18%;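 also: 0% = cells with DMSO and 100% = no-cell wells with DMSO; some compounds called inactive have numbers as strong as hits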
Target sequence (P47898 whole entry, looked up): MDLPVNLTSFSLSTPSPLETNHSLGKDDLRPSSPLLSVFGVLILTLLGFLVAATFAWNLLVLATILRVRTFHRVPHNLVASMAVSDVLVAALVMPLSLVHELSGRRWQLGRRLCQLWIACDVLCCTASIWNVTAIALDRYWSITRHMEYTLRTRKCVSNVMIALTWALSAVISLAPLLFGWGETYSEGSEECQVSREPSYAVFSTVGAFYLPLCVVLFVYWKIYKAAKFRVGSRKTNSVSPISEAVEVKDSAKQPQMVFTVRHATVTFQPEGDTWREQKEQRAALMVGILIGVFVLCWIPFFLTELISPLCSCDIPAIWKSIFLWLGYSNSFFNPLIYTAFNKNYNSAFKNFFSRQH
Tat transport: inhibitors of E. coli Tat protein transport | E. coli MC4100 TorA-mCherry Tat export, fluorescence | inhibition, % at 10 µM | actives 0.036% (n = 340,000) | AID 488895;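 active = mean replicate inhibition at least 50% and at least half of replicates individually reaching 50%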;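 also: exported cargo escapes ClpAP degradation while cytoplasmic cargo is degraded and loses fluorescence; 0% = median of neutral control wells and 100% = median of NaSCN control wells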
PKA-R1A act: PKA-R1A complex activation; PKA-R1A dissociation, Cy5-IP20 fluorescence polarization; scaled: DMSO 0%, 113 µM cGMP 100%; P00514+P68181; actives 0.083% (n = 340,000); AID 504707; activation, % at 11.4 µM;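 active = percent activation above the mean of all tested compounds plus 3 SD, cut at about 19% in these data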;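 also: higher means more PKAc released from R1A so a rise in polarization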
DAGLB inh: blocks human DAGLB lipase activity | Q8NCG7 | HEK293T DAGLB membrane lysate, EnzChek fluorogenic substrate | AID 504411 | inhibition, % at 5.17 µM | actives 0.059% (n = 340,000); in the data active = inhibition above about 34%;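 also: 0% = enzyme with vehicle and 100% = wells lacking enzyme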
E coli growth: reduces bacterial viability in AddAB counter-screen; E. coli V3065 growth, OD600 absorbance, 18 h; actives 0.27% (n = 330,000); inhibition, % at 11.9 µM;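 active = inhibition above the campaign's mean inhibition across all tested compounds plus 3 SD, cut at about 9.9% in these data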;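 also: uninfected addAB+ strain grown without phage in ampicillin broth; 0% = DMSO wells and 100% = ciprofloxacin 0.95 µg/ml wells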
CDK5 p35 inh: inhibitors of human CDK5/p35 kinase | AID 488839 | Q00535+Q15078 | actives 0.01% (n = 330,000) | inhibition, % at 10 µM | Recombinant CDK5/p35, ADP-Glo luminescence, 60 min;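 active = highest replicate inhibition of at least 50% and at least 75% of replicates reaching 50%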;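 also: plate controls were DMSO neutral control for no effect and GW8510 at 10 µM for full effect; many of its hits are not listed in these tables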
Mot1-301 SUMO: inhibitors of SUMOylation pathway: yeast Mot1-301 growth rescue. actives 1% (n = 320,000). S. cerevisiae Mot1-301 growth rescue, ATP luminescence, 38.5C; percent above DMSO median, 100 means doubled. growth rescue, % at 18.8 µM. AID 2716;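 active = every valid replicate shows activation above 250% relative to neutral control wells; inactive = the rest, any valid replicate at or below 250%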;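 also: OY570 slx delta 5 strain wells were the positive control but not used for scaling; some compounds called inactive have numbers as strong as hits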
phage Ecoli inh: E. coli growth loss with phage present; growth absorbance; actives 0.26% (n = 360,000); inhibition, % at 11.9 µM; in the data active = inhibition above about 11%
AddAB inh: less growth of phage-infected E. coli with AddAB; inhibition, % at 11.9 µM; actives 0.29% (n = 330,000); E. coli expressing H. pylori AddAB, absorbance growth; in the data active = inhibition above about 12%;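 also: 0% = vehicle wells of infected cells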
HTR5A ag ctr: counter-screen for OPRM1-OPRD1 agonists: human HTR5A agonism; P47898; HTR5A agonist assay, luminescence, cell-based; activation, % at 9.3 µM; actives 0.61% (n = 340,000); AID 504692; in the data active = activation mostly above about 9.5%, no sharp cut-off; inactive = mostly below about 7.6%;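 also: 0% = cells with vehicle only and 100% = reference agonist; strong numbers were not always called active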
PKA-R2B activ: PKA-R2B complex activation; P22694+P31323; PKA-R2B holoenzyme dissociation, Cy5-IP20 fluorescence polarization; R2B truncated from residue 108, S112A mutant; 0% DMSO only, 100% 113 µM cGMP; activation, % at 11.4 µM; actives 0.079% (n = 340,000); AID 504700;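 active = activation above a cutoff set at the mean over all compounds plus 3 SD, cut at about 18% in these data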;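 also: higher means more holoenzyme dissociation and a rise in polarization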
Target sequence (P31323 whole entry, looked up, other chains not shown, the tested form may be a part): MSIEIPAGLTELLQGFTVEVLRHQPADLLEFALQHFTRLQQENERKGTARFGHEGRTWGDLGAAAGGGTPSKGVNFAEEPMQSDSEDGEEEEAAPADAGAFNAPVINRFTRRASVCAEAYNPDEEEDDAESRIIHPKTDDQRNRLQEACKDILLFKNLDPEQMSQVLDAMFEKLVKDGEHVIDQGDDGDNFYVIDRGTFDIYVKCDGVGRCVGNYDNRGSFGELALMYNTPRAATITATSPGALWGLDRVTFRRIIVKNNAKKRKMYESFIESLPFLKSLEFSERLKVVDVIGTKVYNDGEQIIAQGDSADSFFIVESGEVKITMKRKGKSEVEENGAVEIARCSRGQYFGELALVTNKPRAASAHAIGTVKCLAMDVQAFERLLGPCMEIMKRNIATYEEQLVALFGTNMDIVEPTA
Numbers without * were called inactive; / = no result given.

Molecule	HTR5A inv ctr	phage Ecoli inh	PKA-R1A act	DAGLB inh	Mot1-301 SUMO	E coli growth	CDK5 p35 inh	Tat transport	HTR5A ag ctr	AddAB inh	PKA-R2B activ
CC1=NN(/C(=N\c2nnc(C)s2)Nc2ccc(C(C)(C)C)cc2)[C@H](c2ccc(C)cc2)S1	-7	4.1	-11	-8	-5	0.7	-0.5	14	3	1.5	-11
O=C(COc1ccc2ccccc2c1)NNC(=O)Cc1cccc2ccccc12	-33	0.9	10	-9	7	-1.0	-1.4	-5	6	2.9	-12
COc1ccccc1NS(=O)(=O)c1cc(NC(=O)c2sc3cc(Cl)ccc3c2Cl)ccc1C	6	1.5	-5	-2	13	0.6	-3.2	1	1	3.5	-5
COc1cc(C(CCN2CCOCC2)c2c(OC)cc(OC)c3c2OC(=O)CC3c2ccc(N(C)C)cc2)cc(OC)c1OC (stereo unspecified)	-9	0.2	9	1	11	-3.7	-1.2	-2	-1	2.9	3
Cc1nc(CCNS(=O)(=O)c2cccnc2)cs1	-7	-0.3	1	2	-10	-1.1	-0.4	-1	1	-3.0	-5
O=C(COc1cccc(Cl)c1)NCC(c1cccs1)N1CCOCC1 (stereo unspecified)	-8	0.2	10	-1	1	-2.6	-0.8	1	3	0.9	4
Cn1cccc1-c1cc(C(=O)N2CCc3c([nH]c4ccccc34)C2c2ccccn2)[nH]n1 (stereo unspecified)	10	4.7	-10	2	6	2.2	-0.7	0	6	-0.3	-10
CCOC(=O)C1C(=O)CC(C)(O)C(C(=O)OCC)C1c1ccccc1 (stereo unspecified)	-3	2.2	5	1	-5	-0.5	0.4	-6	4	0.9	-7
COc1ccc(S(=O)(=O)NCCCN2CCOCC2)c2ccccc12	-2	-0.3	5	3	-16	1.4	-2.0	4	11	3.3	12
Cc1ccc(NC(=O)Cc2n[nH]c(=O)c3ccccc23)cc1S(=O)(=O)N1CCCCCC1	16	-1.3	-4	3	2	2.5	1.0	-5	-2	1.6	-13
COc1nc(/C(N)=N/O)nc(N2CCCCC2)n1	-7	2.0	-10	-2	-6	-1.0	-1.4	-8	2	-2.6	2
CC(C)Oc1ccc(C(=O)NCC(=O)N2CCN(S(=O)(=O)/C=C/c3ccccc3)CC2)cc1	5	1.3	-8	-5	/	-1.1	1.1	2	1	0.8	6
Cc1ccc(-c2nc3nc4ccccc4nc3n2Cc2ccco2)cc1	26	1.9	0	-1	/	-0.3	-1.6	-3	2	-1.9	-1
OC(COC(c1ccc(Cl)cc1)c1ccc(Cl)cc1)CN1CCCC1 (stereo unspecified)	-11	2.3	-4	-2	27	-0.3	1.3	8	2	3.0	2
O=c1c(-c2nc3ccccc3s2)cccn1Cc1ccc(Cl)cc1	-9	4.5	-16	-5	-14	0.2	2.9	9	1	2.1	-7

One compound at a time, as listed above. Screens in order: HTR5A inv ctr, phage Ecoli inh, PKA-R1A act, DAGLB inh, Mot1-301 SUMO, E coli growth, CDK5 p35 inh, Tat transport, HTR5A ag ctr, AddAB inh, PKA-R2B activ
Cc1ccc(NC(=O)Cc2n[nH]c(=O)c3ccccc23)cc1S(=O)(=O)N1CCCCCC1 reads 16, -1.3, -4, 3, 2, 2.5, 1.0, -5, -2, 1.6, -13
OC(COC(c1ccc(Cl)cc1)c1ccc(Cl)cc1)CN1CCCC1 (stereo unspecified) reads -11, 2.3, -4, -2, 27, -0.3, 1.3, 8, 2, 3.0, 2

Further results:
Molecule	HTR5A inv ctr	phage Ecoli inh	PKA-R1A act	DAGLB inh	Mot1-301 SUMO	E coli growth	CDK5 p35 inh	Tat transport	HTR5A ag ctr	AddAB inh	PKA-R2B activ
CSc1nc2ccccc2n1CC(=O)Nc1c(C)cccc1C	/	0.9	7	-1	-14	2.0	1.1	-2	/	0.6	4
COc1ccc(CCNC(=O)c2ccc3ccccc3n2)cc1	-6	1.3	5	-6	-25	0.9	0.5	7	2	4.4	-14
CN(Cc1ccc(F)cc1)C(=O)CNC(=O)c1ccc2c(c1)OCO2	-22	1.2	-2	2	9	2.1	0.2	-3	9	2.1	-5
COc1ccc(CN2C[C@H](Cc3ccccc3)[C@@H](CC(=O)Nc3ccccc3)C2=O)cc1	1	-1.8	1	0	1	0.2	0.4	6	0	0.6	-15
Cc1cccc(NC(=O)CSc2nc(N)c(NC(=O)c3ccccc3F)c(=O)[nH]2)c1	7	0.3	-9	1	5	0.9	1.4	-2	5	1.4	4
Cc1ccc2nc(NC(=O)c3ccc(N4C(=O)CCC4=O)cc3)sc2c1	-8	4.3	8	0	24	-0.8	1.6	-3	3	-0.8	6
COc1ccc([C@@H]2CC=C(C(=O)O)[C@H](c3ccc(Br)cc3)N2S(=O)(=O)c2ccc(C)cc2)cc1OC	-8	2.0	8	1	13	-3.6	5.0	-4	2	1.7	11
Cc1ccc(N2C(=O)[C@@H]3C(C(=O)CCN4C(=O)c5ccccc5C4=O)=NN[C@@H]3C2=O)cc1	2	4.5	2	0	141	-0.6	0.2	0	5	0.5	-4
Cc1ccc(/C=C2\Oc3cc(OCC(=O)NN)ccc3C2=O)o1	-5	-0.5	-9	0	18	/	1.1	-10	1	/	11
COc1ccccc1Nc1nc(-c2cccc([N+](=O)[O-])c2)cs1	11	2.7	-1	-2	20	-1.0	-0.6	-9	3	0.9	-7
Fc1ccccc1Cn1nnc2c(-n3ccnc3)ncnc21	20	1.4	-4	-5	-2	-3.3	-1.1	17	0	0.8	-1
COc1cc2nc(SCc3ccc(C(F)(F)F)cc3)n(Cc3cccs3)c(=N)c2cc1OC	2	-0.2	0	-1	41	-2.2	-0.1	-5	1	-0.9	-4
COc1cccc(NC(=O)Nn2cnnc2)c1	-2	2.3	-15	3	-21	/	-7.3	28	1	/	-6
CCCCn1c(N)c(N(C)C(=O)c2cc3c(s2)CCCCC3)c(=O)[nH]c1=O	-9	1.6	3	-1	-14	-1.4	0.0	5	3	0.0	-11
COc1ccccc1-c1coc2cc(OC(=O)/C=C/c3ccccc3)ccc2c1=O	-7	2.2	3	0	-6	-0.3	-0.5	3	3	3.4	16

The list continues:
Molecule	HTR5A inv ctr	phage Ecoli inh	PKA-R1A act	DAGLB inh	Mot1-301 SUMO	E coli growth	CDK5 p35 inh	Tat transport	HTR5A ag ctr	AddAB inh	PKA-R2B activ
COc1ccc(CCNC(=O)CNS(=O)(=O)c2cccs2)cc1OC	-11	2.8	-6	0	-4	-2.3	0.8	-3	1	2.8	-7
Cc1cc(Cl)ccc1OCC(=O)NCCC(=O)O	-21	2.8	-6	-3	6	-0.2	11	9	10	1.1	-1
COc1ccccc1Nc1cc(C)nc(Nc2ccccc2OC)n1	11	-0.2	-7	-1	/	/	2.2	5	3	/	1
Cc1nc(-c2ccc(S(=O)(=O)Nc3ccccc3C)cc2)co1	2	1.7	5	2	-6	-2.5	-2.9	1	3	3.7	0
O=C(CN1CCOCC1)Nc1ccc(-c2nc3ccccc3[nH]2)cc1	-18	2.3	1	2	11	-0.2	1.4	2	-2	-1.9	0
COc1ccccc1CN(C)C(=O)CSc1nnc(C2CC2)n1C1CC1	-2	-0.3	9	-3	-5	-2.8	-1.8	2	1	2.1	5
COc1ccc2c(ccc[n+]2[O-])c1	-2	0.5	0	0	/	/	-0.2	-2	1	/	8
CN(c1ccc(OC(=O)CN2C(=O)NC3(CCCC3)C2=O)cc1)S(=O)(=O)c1ccccc1	-3	2.9	-21	2	-17	1.1	1.1	5	-4	6.6	2
Cc1ccc(S(=O)(=O)N/N=C/c2cccc([N+](=O)[O-])c2)cc1	-4	4.0	-2	3	45	3.0	-0.7	3	1	3.1	3
O=C(Nc1ccc2c(c1)OCCO2)N1CCOCC1	1	0.5	-1	0	-2	1.6	1.5	-7	0	3.9	-8
Cc1cc(NCC2CCCCC2)nc2ccccc12	5	3.4	14	-1	16	-1.1	0.7	-8	-4	4.0	-7
COCCOC(=O)C1=C(C)N=C2SCCC(=O)N2C1c1cccs1 (stereo unspecified)	-12	6.3	0	-3	-3	-2.5	2.1	2	5	-0.4	-4
Cc1ccc(/C=N\NC(=O)c2ccc(Cn3cc(Br)c([N+](=O)[O-])n3)o2)o1	-12	13*	0	3	-2	27*	-0.9	5	4	36*	2
O=C(CN1CCCCC1)NNc1nc(-c2ccccc2)c2cc(Br)ccc2n1	-27	-3.9	9	-3	409	-1.6	1.3	0	6	-2.6	10
COC(=O)c1ccc(NC(=O)CN(c2ccc(OC)cc2)S(C)(=O)=O)cc1	-6	3.0	6	-1	3	-1.6	-0.7	8	2	-1.3	-11

New compounds follow.
Molecule	HTR5A inv ctr	phage Ecoli inh	PKA-R1A act	DAGLB inh	Mot1-301 SUMO	E coli growth	CDK5 p35 inh	Tat transport	HTR5A ag ctr	AddAB inh	PKA-R2B activ
Cc1noc(C)c1C(=O)Nc1nc(-c2ccc(F)c(F)c2)cs1	-17	0.0	-11	-1	34	1.1	-0.1	3	6	0.8	-5
CCOCCCNC(=O)C(c1ccc(OC)cc1)N(Cc1ccc2c(c1)OCO2)C(=O)c1cnccn1 (stereo unspecified)	-13	2.8	6	-2	-16	-1.8	2.2	-8	3	0.1	4
CCOC(=O)CSC1=NC(=O)/C(=C\c2ccc(Cl)cc2)S1	13	4.1	-1	8	51	4.5	1.3	6	1	4.2	-8
COc1ccc(C2=CC(=O)CC(c3ccc(F)cc3)C2)cn1 (stereo unspecified)	-5	4.0	1	-17	-1	-2.0	0.9	0	3	2.4	-5
O=C(NCc1ccccn1)C(C(=O)c1ccc(F)cc1)n1ccccc1=O (stereo unspecified)	-8	-1.4	0	-2	57	0.5	-0.7	0	-1	2.6	-5
O=C(/C=C/c1ccccc1)NCCS(=O)(=O)N1CCN(c2ccc(F)cc2)CC1	8	0.7	-3	2	249	0.2	0.3	2	5	1.2	2
COc1ccc(NC(C)(C)c2nnnn2-c2c(C)cccc2C)cc1	6	0.2	0	-3	-2	0.3	-0.5	-10	-2	4.2	10
Cc1ccccc1C(=O)N1CCN(c2ccc(NC(=O)c3cccc(OC(C)C)c3)cc2)CC1	8	0.9	13	6	9	3.8	-0.1	3	5	-0.1	0

Source: PubChem BioAssay (several laboratories)

No enrichment for hits; any-hit rate near 2.3%.
